Assay outcomes: PubChem, several laboratories
ERa SRC1 inh = ERα–SRC-1 coactivator interaction inhibitors, primary screen, biochemical, TR-FRET, ERα LBD, estradiol-bound; hit rate 1.7% among 86,000; TR-FRET ER-alpha LBD / SRC-1 peptide; inhibition, % at 25.6 µM; in the data active = inhibition above about 50%;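 also: 0% = receptor plus peptide control and 100% = peptide only without receptor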
VCAM1 TNFa inh = inhibitors of TNFa-induced VCAM1 expression, primary screen, imaging, HUVEC, TNFa stimulus, immunofluorescence; HUVEC TNFa-induced VCAM-1 immunofluorescence, high-content imaging; inhibition, % at 2 µM; hit rate 0.48% among 95,000;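 active = inhibition above the batch mean plus 3 SD, with images confirmed as a hit by eye, cut at about 37% in these data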;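 also: 0% = TNF-stimulated DMSO wells and 100% = unstimulated control wells; not every result past the cut was called active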
F-actin modifier = modifiers of F-actin cytoskeleton organization, primary screen, imaging, HUVEC, phalloidin staining, high-content imaging; HUVEC TNFa F-actin phalloidin imaging; inhibition, % at 2 µM; hit rate 0.18% among 91,000; AID 836, 2007;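 active = inhibition above the batch mean plus 3 SD and confirmed as a hit by visual image inspection, cut at about 30% in these data, passing the limit was not always enough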; also: strong numbers were not always called active
FAK blocker = FAK kinase inhibitors, primary screen, biochemical; hit rate 0.84% among 97,000; Focal adhesion kinase 1 (Homo sapiens), Q05397; inhibition, %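 (tested at 7 µM)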; biochemical FAK kinase activity assay; in the data active = inhibition above about 19%;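 also: 0% = DMSO and 100% = reference compound high control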
PTK2B oligo ant = antagonists of Pyk2 self-association, primary screen, Q293 cells, FERM NanoBiT luminescence, HTS; z-score (the deposit names both 25 µM and 10 µM); Protein-tyrosine kinase 2-beta (Homo sapiens), Q14289; hit rate 0.83% among 99,000; stronger effect = lower value;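 active = Z-score of -3 or lower, scaled per plate to the spread of control and sample wells; inactive = z-score above -3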;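 also: negative z-score means lost luminescence so less FERM oligomerization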
Target sequence (Q14289 whole entry, looked up): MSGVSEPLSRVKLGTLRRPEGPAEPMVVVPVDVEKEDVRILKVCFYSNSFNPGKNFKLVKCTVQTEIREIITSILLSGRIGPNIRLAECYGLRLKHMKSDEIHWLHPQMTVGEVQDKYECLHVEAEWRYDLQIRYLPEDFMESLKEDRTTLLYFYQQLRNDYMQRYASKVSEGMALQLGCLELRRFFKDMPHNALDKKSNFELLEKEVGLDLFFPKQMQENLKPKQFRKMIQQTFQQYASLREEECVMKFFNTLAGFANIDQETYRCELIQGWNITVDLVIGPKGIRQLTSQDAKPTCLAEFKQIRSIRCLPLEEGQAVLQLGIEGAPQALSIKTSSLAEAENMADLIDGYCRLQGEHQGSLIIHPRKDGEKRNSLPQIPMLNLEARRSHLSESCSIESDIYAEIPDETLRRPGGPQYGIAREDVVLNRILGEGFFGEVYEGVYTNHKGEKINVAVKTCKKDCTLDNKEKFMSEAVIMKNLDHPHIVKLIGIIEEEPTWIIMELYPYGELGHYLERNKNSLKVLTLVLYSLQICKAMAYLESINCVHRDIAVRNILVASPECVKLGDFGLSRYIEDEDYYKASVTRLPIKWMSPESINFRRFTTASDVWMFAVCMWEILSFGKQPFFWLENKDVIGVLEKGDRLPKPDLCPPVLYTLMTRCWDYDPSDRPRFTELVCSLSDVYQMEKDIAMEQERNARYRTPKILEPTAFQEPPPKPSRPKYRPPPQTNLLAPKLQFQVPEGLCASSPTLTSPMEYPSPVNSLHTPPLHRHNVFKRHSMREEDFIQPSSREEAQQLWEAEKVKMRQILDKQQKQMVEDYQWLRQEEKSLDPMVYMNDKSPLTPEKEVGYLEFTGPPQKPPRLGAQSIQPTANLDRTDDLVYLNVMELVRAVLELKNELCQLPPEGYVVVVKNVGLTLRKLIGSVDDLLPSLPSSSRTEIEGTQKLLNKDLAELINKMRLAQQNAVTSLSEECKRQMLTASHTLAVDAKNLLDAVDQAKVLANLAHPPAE
HUVEC tox TNFa = cytotoxicity in TNFa-stimulated HUVEC, primary screen, cytotoxicity control for VCAM1 expression modulator project, imaging, Hoechst nuclei count. hit rate 0.17% among 93,000. cell count reduction, % at 2 µM. AID 848, 2007. HUVEC TNFalpha-stimulated, Hoechst cell count;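 active = cell count reduction exceeding the screen mean by over 5 SD, scaled to untreated wells per plate, cut at about 78% in these data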;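 also: cells counted after 24 h of TNF alpha exposure following the 1 h pretreatment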
PTPN22 act = LYP phosphatase activators, primary screen, biochemical, DiFMUP fluorescence, 2 µM. activation, % at 2 µM. recombinant LYP; 0 = plate median, 100 = signal doubled. Tyrosine-protein phosphatase non-receptor type 22 (Homo sapiens), Q9Y2R2. hit rate 0.11% among 96,000. AID 697, 2007;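 active = activation at 2 µM above a set limit, the mean plus 5 SD, cut at about 37% in these data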
IL1B cytotox = cytotoxicity in IL-1B stimulated HUVEC, primary screen, cytotoxicity control for IL-1B NFkB translocation project, imaging, Hoechst nuclear count, IL-1B stimulus; HUVEC cell count loss; cell count reduction, % at 2 µM; hit rate 0.41% among 94,000; AID 845, 2007;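 active = cell count reduction more than 3 SD above the screen-wide mean, cut at about 70% in these data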;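 also: normalized per plate to untreated control cells as the no-loss baseline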
PTPN22 inh 2 = PTPN22 phosphatase inhibitors, primary screen, biochemical, DiFMUP fluorescence, 2 µM; Tyrosine-protein phosphatase non-receptor type 22 (Homo sapiens), Q9Y2R2; recombinant LYP catalytic domain; inhibition, % at 2 µM; hit rate 0.21% among 96,000; AID 640, 2007;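 active = inhibition at 2 µM at or above a set limit, the screen mean plus 3 SD, cut at about 24% in these data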;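 also: 0% = DMSO with enzyme and 100% = enzyme fully blocked by orthovanadate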
Active calls of the source: *; . = no result given; [ ] = dose if it differs, or a comment. Compounds were not picked by outcome; any-hit rate near 3.8%.

SMILES	ERa SRC1 inh	VCAM1 TNFa inh	F-actin modifier	FAK blocker	PTK2B oligo ant	HUVEC tox TNFa	PTPN22 act	IL1B cytotox	PTPN22 inh 2
Cc1ccc2oc(=O)c3cnn(CC(=O)NC4CCN(Cc5ccccc5)CC4)c3c2c1	-2	9	-3	1	.	-17	5	-12	-8
CCCc1nc2sc3c(c2c(=O)n1NC(=O)CCCl)CCCC3	-2	-1	20	1	-0.98	-17	4	10	-5
Cc1c(NC(=O)C2CC(c3c(F)cccc3Cl)=NO2)c(=O)n(-c2ccccc2)n1C (configuration not stated)	-19	1	-9	0	1.2	-18	13	-26	-19
O=c1[nH]c(=O)n(CCOc2ccc(Cl)cc2)cc1Br	7	9	42	-2	-0.87	-22	5	-22	-8
CCOc1cc(/C=N/NC(=O)Cc2ccc(C(F)(F)F)cc2[N+](=O)[O-])c(Br)cc1OC	.	-5	-12	-1	-0.23	11	1	-8	1
COc1ccc(-c2[nH]ncc2/C=N\NS(=O)(=O)c2ccc(Cl)cc2)cc1	.	-4	1	10	-0.53	-11	-10	21	7
COc1ccc(S(=O)(=O)Nc2ccccn2)c(C)c1C	-3	6	-16	-3	-0.96	4	-2	-21	-1
CCOC(=O)C1CCN(C(=O)c2ccc(SC)cc2OC)CC1	-23	-10	-14	-1	-1.2	6	-2	-1	4
O=C(CN(C(=O)c1ccco1)c1cccc(F)c1)NCc1ccc(F)cc1	-7[fluorescence artefact?]	7	-33	12	0.03	-16	2	0	-4
Cc1csc(NC(=O)C(NS(=O)(=O)c2ccc(Br)s2)c2ccccc2)n1 (configuration not stated)	-9	29	-5	1	-2.3	.	3	6	-1
Nc1nc(-c2ccc(Br)cc2)cs1	5[fluorescence artefact?]	4	-8	-1	0.22	-6	8	16	-8
O=C(NCC(=O)N(Cc1ccccc1)C(C(=O)NC1CCCCC1)c1ccco1)c1ccco1 (configuration not stated)	-2	-2	-10	1	-0.27	8	-3	19	4
Cc1ccc2c(COC(=O)C3=COCCO3)cc(=O)oc2c1	6	-2	12	6	-0.27	-38	-6	28	6
O=C(COc1cccc(Cl)c1)Nc1nc(-c2ccc(S(=O)(=O)N3CCOCC3)cc2)cs1	-1[fluorescence artefact?]	-12	-23	-2	-1.1	-2	-4	-6	5
COn1c(SCC(N)=O)nc2ccccc2c1=O	9	19	4	0	0.26	-27	-5	-41	2
Cc1cc(NC(=O)c2ccc3c(c2)C(=O)N(Cc2cccnc2)C3=O)no1	3	4	3	1	-0.62	-5	-4	-18	2
O=C(CN(Cc1ccccc1)S(=O)(=O)c1ccccc1)N1CCOCC1	21	14	7	0	0.47	4	0	13	0
Cc1ccc(CSC2=NCCN2C(=O)C2CC2)cc1	-3	17	16	0	-0.24	-12	-2	-27	6
COc1ccc(OC(C)C(=O)N2CCc3ccccc3C2)cc1 (configuration not stated)	-17	13	-8	-1	1	0	-1	-1	1
CC1CCCC(NC(=O)Cc2ccc(Br)cc2)C1C (configuration not stated)	-6	10	-6	2	-0.13	-6	-10	24	11
S=C(NCCSCc1c(Cl)cccc1Cl)Nc1ccccc1	.	11	4	-12	-1.6	-1	-9	5	12
O=C(O)CCC(=O)NC1CCCCCCC1	-8	.	100*	-2	0.16	.	-10	-29	11
CC(C)Cc1c(O)nc(SCC(=O)Nc2ccc3c(c2)CCC3)[nH]c1=O	18[fluorescence artefact?]	12	-1	0	-0.5	-19	18	-2	-17
Cc1cc2ccccc2nc1SCC(=O)Nc1nc(-c2ccccc2)cs1	.	20	-11	-2	1.1	-10	2	-28	0
CCc1cccc(OCCCCNCCOC)c1	2	-23	-15	3	0.05	19	3	47	0

As entered above:
`O=C(CN(C(=O)c1ccco1)c1cccc(F)c1)NCc1ccc(F)cc1` in F-actin modifier: -33
`CCCc1nc2sc3c(c2c(=O)n1NC(=O)CCCl)CCCC3` in HUVEC tox TNFa: -17

(list continues)
SMILES	ERa SRC1 inh	VCAM1 TNFa inh	F-actin modifier	FAK blocker	PTK2B oligo ant	HUVEC tox TNFa	PTPN22 act	IL1B cytotox	PTPN22 inh 2
CCOc1ccc(Cc2nc(C)c(CC(=O)N3CCOCC3)c(=O)[nH]2)cc1	-6	7	12	-8	0.23	-25	-4	-33	2
O=[N+]([O-])c1ccc(O)c(NC(=S)Nc2ccccc2)c1	1	29	11	1	-0.46	-23	-10	-114	12
Cc1ccccc1C(=O)Nc1ccc(Br)c(C)n1	0	14	-4	-3	-0.16	-4	-11	-11	14
Cc1cc(NC(=O)CSc2nnc(Cc3ccccc3)o2)no1	-16	22	4	1	-0.26	17	8	-66	-13
NNC(=O)CN1C(=O)Nc2ccc(Br)cc2C1c1ccccc1 (configuration not stated)	8[fluorescence artefact?]	-1	-10	4	-0.09	-10	-12	8	11
CCOC(=O)C1(S(=O)(=O)c2ccccc2)CCN(Cc2ccc(Cl)cc2)CC1	.	5	7	5	-1.4	-12	5	.	0
COc1ccc(C2NC(=O)c3ccccc3O2)c(OC)c1OC (configuration not stated)	-4	-10	-26	-5	1.5	-15	-6	-47	5
O=c1oc(-c2cccc(Cl)c2)nc2c1cnn2-c1ccccc1	1	12	-10	1	0.13	10	-3	11	4
CCOC(=O)c1[nH]c2ccccc2c1NC(=O)CC(C)(C)C	-4	7	-6	9	.	36	2	12	-2
Cc1cccc(-c2nc(CN3CCCC(C(=O)NC4CCC(C)CC4)C3)c(C)o2)c1 (configuration not stated)	-12	8	.	3	-0.64	-16	-5	2	4
NC(=O)C[n+]1cccc2ccccc21	.	-16	20	2	0.04	12	12	-2	-6
Cc1cccc(NC(=O)Nc2ccc(Oc3c(F)c(F)c(F)c(F)c3F)cc2)c1	-8	6	5	-5	1	-3	-13	57	13
CC(C)(C)c1ccc(-c2noc(CCC(=O)NCC3CCCO3)n2)cc1 (configuration not stated)	-9	16	-1	0	0.36	5	2	17	-1
O=C(NCc1ccco1)c1cnc2n(c1=O)CCS2	2	-2	4	0	0.52	-3	1	-63	2
CC(=O)Nc1cccc(NC(=O)C2CC3CCC2C3)c1 (configuration not stated)	12	-1	.	0	0.16	-16	1	-84	-2
O=C(CSCCSCC(=O)c1ccco1)c1ccco1	45	-12	-9	11	.	14	-12	0	15
O=C(Nc1ccc(NC(=S)NC(=O)c2ccccc2Cl)cc1)c1cccc(Cl)c1	.	-18	-46	8	-0.82	13	-5	10	7
CCN(CC)C(=O)C1CCC(CNS(=O)(=O)c2cccc3cccnc23)CC1 (configuration not stated)	5	4	-5	1	.	-8	19	-3	-22
C=CCn1c(N)cc(=O)nc1SCC(=O)NC(C)c1ccccc1 (configuration not stated)	-26	2	-11	0	-0.56	-18	2	13	-2
Cc1cccc(OCc2nc3ccccc3c(=O)n2N)c1	-10	-13	0	1	0.11	-5	9	-3	-7
O=C(Cc1ccc(Cl)cc1)NCCS(=O)c1ccc(Cl)cc1 (configuration not stated)	.	-1	-10	2	0.06	-29	15	-15	-13
Cc1cccc(Oc2ccc(N)cc2)c1	-3	1	4	-2	1.1	-6	-3	-12	4
CCCCOC(=O)C(C#N)c1nc2ccccc2nc1N1CCOCC1 (configuration not stated)	-28	7	44	-1	-2	-12	-8	-3	7
CCOc1ccc2nc(-c3ccccc3)nc(SCC(=O)Nc3ncc(C)s3)c2c1	.	1	17	0	-0.01	-6	0	-7	4
Cc1ccc(CSc2nnc(C(F)(F)F)n2Cc2ccc(F)cc2)cc1	.	3	-3	5	-0.4	-2	9	-16	-12

Record cards, from the list above. Order of screens: ERa SRC1 inh | VCAM1 TNFa inh | F-actin modifier | FAK blocker | PTK2B oligo ant | HUVEC tox TNFa | PTPN22 act | IL1B cytotox | PTPN22 inh 2
Listed for `Cc1ccc(CSc2nnc(C(F)(F)F)n2Cc2ccc(F)cc2)cc1` → . | 3 | -3 | 5 | -0.4 | -2 | 9 | -16 | -12
Listed for `CC(=O)Nc1cccc(NC(=O)C2CC3CCC2C3)c1` (configuration not stated) → 12 | -1 | . | 0 | 0.16 | -16 | 1 | -84 | -2
Listed for `O=C(Nc1ccc(NC(=S)NC(=O)c2ccccc2Cl)cc1)c1cccc(Cl)c1` → . | -18 | -46 | 8 | -0.82 | 13 | -5 | 10 | 7
Listed for `CC(C)(C)c1ccc(-c2noc(CCC(=O)NCC3CCCO3)n2)cc1` (configuration not stated) → -9 | 16 | -1 | 0 | 0.36 | 5 | 2 | 17 | -1

(continued)
SMILES	ERa SRC1 inh	VCAM1 TNFa inh	F-actin modifier	FAK blocker	PTK2B oligo ant	HUVEC tox TNFa	PTPN22 act	IL1B cytotox	PTPN22 inh 2
CCCc1nc2ccccc2n1CCOc1ccccc1	-11	-7	8	0	-0.07	-5	3	1	-2
COc1ccc2nc(NC(=O)c3cc(C)oc3C)sc2c1	12	7	0	0	0.49	-14	-2	14	2
COc1ccc(C(=O)NCc2cn3ccccc3n2)cc1	5	-12	5	4	-0.05	-8	20	-33	-23
CCOC(=O)c1sc(=S)n(-c2ccccc2)c1N	-13	11	-1	1	0.39	-13	2	-1	-1
CCN(CC)CCNC(=O)CS(=O)Cc1nc(-c2ccc(C)cc2)oc1C (configuration not stated)	-12	1	8	1	0.94	-8	-8	10	7
CCOC(=O)C1CCN(C(=O)C2CCN(c3nc4ccc(OC)cc4s3)CC2)CC1	-6	-114	-45	-1	0.28	-28	5	-8	-7
COC(=O)CN(C#N)c1nc(NC(C)C)nc(OC)n1	-7	-6	-12	-1	0.15	6	-7	1	6
Cc1ccc(-c2nnc(-c3ccccc3)o2)cc1	-1	32	-9	0	-0.01	1	-12	10	11
COCCNC(=O)C1CC(c2cccc([N+](=O)[O-])c2)=NO1 (configuration not stated)	.	9	15	5	.	14	-4	21	7
COc1ccc(-c2cc(C(F)(F)F)n3nc(C(=O)NCc4ccco4)cc3n2)cc1	10	6	-3	-4	-0.64	0	-7	.	4
COC(=O)c1cc(=O)n(CCc2ccccc2F)c(=Nc2ccc(F)c(Cl)c2)s1	-5	26	-11	-3	.	-6	-7	6	6
CCN(c1ccccc1)S(=O)(=O)c1ccc(Oc2ccc(-n3ccnc3)cc2)nc1	-5	.	.	-4	-1	.	-5	10	6
CCCn1nnc(NC(=O)c2ccc(F)cc2)n1	-4	14	14	-4	-0.28	7	0	2	2
O=C(NCCOc1nc(N2CCOCC2)nc(N2CCOCC2)n1)Nc1ccc(Cl)cc1	6	1	1	0	0.64	-3	-4	-16	7
CC(C)c1ccc(NC(=O)C(c2ccccc2)N2CCC3(CC2)OCCO3)cc1 (configuration not stated)	-4	2	28	-2	-0.94	-14	0	-2	1
Cn1c(=O)c2c(nc(N3CCc4ccccc4C3)n2Cc2ccccc2F)n(C)c1=O	-2	10	3	1	-2.8	-12	-5	-31	2
N#CC(=C1N=c2ccccc2=N1)c1c(O)[nH]c2ccccc12	.	13	0	0	.	-22	-3	-12	4
COc1ccc(NC(=O)CSC2=NC(=O)CC(C)=N2)cc1	1	-13	35	1	-0.18	-6	-8	6	8
COCc1cc(Sc2ccc(Br)cc2)nc(-c2ccccc2)n1	.	-11	-12	-3	1.4	-16	2	-15	0
Clc1ccc(CNc2nnnn2-c2ccccc2)c(Cl)c1	.	-10	5	4	-0.4	-6	8	-2	-8
O=C(Nc1cccc(Cl)c1)Nc1cccc(Cl)c1	2[fluorescence artefact?]	3	-1	1	-0.21	-12	-5	-17	4
FC(F)(F)c1nc(N2CCCC2)ncc1-c1nnnn1-c1ccccc1	.	-4	-5	-3	-1.9	-13	-2	.	7
Cc1c(NC(=O)c2cccs2)cccc1C(=O)O	2	6	-8	-1	0.03	1	7	-4	-8
